Source: PubChem (The Scripps Research Institute Molecular Screening Center)
LEDGF integ inh – blocks HIV-1 LEDGF/p75-dependent DNA integration | TR-FRET IN-LEDGF/p75 DNA integration, Eu/Cy5 | inhibition, % at 3.7 µM | 370,000 compounds, 0.64% hits;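 active = inhibition above the screen-wide mean plus 3 SD, cut at about 13% in these data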;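 also: signal is the Cy5 over europium emission ratio at 671 and 618 nm; 0% = plate median of compound wells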
ADAM17 inh – ADAM17 inhibition, QFRET primary screen; P78536; recombinant ADAM17, EDANS/DABCYL FRET peptide cleavage; inhibition, % at 6.95 µM; 370,000 compounds, 0.83% hits; AID 720648;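 active = inhibition above the mean of compounds lying between control limits plus 3 SD, set per campaign, cut at about 8.5% in these data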;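 also: 0% = DMSO-only wells as the low control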
Tn7 DDE FP – disrupts Tn7 cyclic peptide binding to fibrin D-Dimer-E complex; FP displacement of FITC-Tn7 peptide from fibrin DD(E); 0% = median of compound wells per plate; inhibition, % at 8.3 µM; 370,000 compounds, 0.13% hits;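 active = inhibition above the mean of compounds falling within the control limits plus 3 SD of them, cut at about 14% in these data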;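 also: 0% = plate median of compound wells and 100% = 10 µM Aha-Tn7 peptide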
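Assay system: Fibrin-DD(E) protein isolated from polymerized human fibrin clots; read-out basis: percent inhibition; medium: Tris/NaCl/CaCl2 buffer, pH 7.8; signal: FP measurement; incubation: 10 min plus 3 h, room temperature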
DDE Tn6 FP inh – inhibitors of Tn6 peptide binding to human fibrin DD(E); inhibition, % at 8.3 µM; Fibrin DD(E) TRITC-Tn6 fluorescence polarization displacement; 370,000 compounds, 0.21% hits;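 active = inhibition above a per-campaign cutoff: mean of compounds within control limits plus 3 SD, cut at about 15% in these data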;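 also: 0% = median of all compound wells on the plate and 100% = blocking peptide control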
ARFGAP1 inh – inhibits rat ARF GTPase activating protein 1; inhibition, % at 16.5 µM; Arfgap1-stimulated ARF1 GTP hydrolysis, GDP FP detection; 360,000 compounds, 0.26% hits; AID 651572;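 active = inhibition above a per-plate limit, mean inhibition of low control wells plus 3 SD, cut at about 25% in these data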;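 also: 0% = DMSO wells with enzyme and 100% = wells lacking Arfgap1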
Target sequence (Q62848 1-136 limits assumed): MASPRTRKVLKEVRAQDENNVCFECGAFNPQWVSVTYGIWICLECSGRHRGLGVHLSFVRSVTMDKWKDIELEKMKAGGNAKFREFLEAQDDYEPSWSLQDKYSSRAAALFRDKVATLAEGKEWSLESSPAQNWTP
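Assay system: purified rat His6-Arfgap1 residues 1-136 (GAP domain); Reagent: human Δ17 ARF1 bound to GTP; Dosing: 16.5 µM single point, 1.26% DMSO; Times: GTP hydrolysis reaction 2 h at 25 °C; Signal: FP, GDP Alexa 633 tracer displaced from anti-GDP antibody, 620/688 nm; Measure: % inhibition from polarization.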
KLK7 zymogen act – activates the human kallikrein-7 zymogen; P49862; purified proKLK7, EDANS-DABCYL substrate fluorescence; 100% is mature enzyme control, 0% vehicle; activation, % at 7 µM; 370,000 compounds, 0.9% hits;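 active = activation above the mean of all tested compounds plus 3 SD, computed per campaign excluding outliers beyond control limits, cut at about 13% in these data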
Target sequence (P49862 whole entry, looked up): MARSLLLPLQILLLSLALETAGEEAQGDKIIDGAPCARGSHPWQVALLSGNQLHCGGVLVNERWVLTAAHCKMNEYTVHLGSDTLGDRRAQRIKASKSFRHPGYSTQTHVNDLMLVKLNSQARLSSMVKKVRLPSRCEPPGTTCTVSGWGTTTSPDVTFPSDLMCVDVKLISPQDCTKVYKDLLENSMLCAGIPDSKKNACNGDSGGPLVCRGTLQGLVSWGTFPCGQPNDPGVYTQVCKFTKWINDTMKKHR
PLCg1 inh – PLC-gamma1 (human) inhibition, primary screen; inhibition, % at 12.2 µM; 370,000 compounds, 0.84% hits; P19174; purified PLC-gamma1, fluorogenic substrate, fluorescence; in the data active = inhibition above about 9.5%
TDP2 inh – blocks human TDP2 phosphodiesterase activity; O95551; recombinant TDP2, T5PNP hydrolysis, p-nitrophenol absorbance 415 nm; inhibition, % at 12.8 µM; 370,000 compounds, 0.34% hits; AID 720702;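 active = inhibition above the mean of all tested compounds plus 3 SD, set per campaign, cut at about 25% in these data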;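 also: 0% = DMSO with enzyme and 100% = buffer with substrate but no TDP2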
Target sequence (O95551 whole entry, looked up): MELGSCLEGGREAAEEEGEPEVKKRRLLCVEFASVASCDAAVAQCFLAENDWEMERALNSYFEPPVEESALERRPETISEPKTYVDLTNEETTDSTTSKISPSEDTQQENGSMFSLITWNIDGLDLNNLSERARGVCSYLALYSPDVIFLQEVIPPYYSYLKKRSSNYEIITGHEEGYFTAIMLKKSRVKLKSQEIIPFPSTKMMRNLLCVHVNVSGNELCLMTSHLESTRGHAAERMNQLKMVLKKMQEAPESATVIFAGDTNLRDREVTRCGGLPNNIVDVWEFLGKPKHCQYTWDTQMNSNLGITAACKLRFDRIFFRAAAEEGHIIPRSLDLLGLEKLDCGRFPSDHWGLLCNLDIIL
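Assay system: Recombinant human TDP2 | Quantity: 120 nM TDP2 per well | Incubation: 2 h at 37 °C | Signal: Epi absorbance | Evaluation: Percent inhibition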
ASAP1 inh – inhibitors of human ASAP1 ArfGAP activity. 360,000 compounds, 0.19% hits. Q9ULH1. ASAP1-stimulated ARF1 GTP hydrolysis, GDP FP detection. inhibition, % at 16.5 µM; in the data active = inhibition above about 25%;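 also: 0% = vehicle with enzyme and substrate and 100% = no enzyme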
ADAM10 inh – inhibitors of human ADAM10; O14672; recombinant ADAM10, EDANS/DABCYL FRET peptide cleavage, 3 h; inhibition, % at 7 µM; 370,000 compounds, 0.62% hits;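 active = inhibition above a per-campaign cutoff equal to the mean of compounds falling between control-based bounds plus 3 SD, cut at about 20% in these data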;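 also: 0% = DMSO wells while the 100% control is not disclosed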
Numbers without * were called inactive; . = no result given. This is a random part of the collection (roughly 4.2% active in at least one column).

SMILES	LEDGF integ inh	ADAM17 inh	Tn7 DDE FP	DDE Tn6 FP inh	ARFGAP1 inh	KLK7 zymogen act	PLCg1 inh	TDP2 inh	ASAP1 inh	ADAM10 inh
O=c1c(Cl)c(Cl)cnn1-c1ccccc1	1	-4	-4	3	-12	0.0	-2	2	4	-7
COC(=O)c1cccc(Cn2ccc3ccc(-c4ccc5ccn(C(=O)c6cccc(OC)c6)c5c4)cc32)c1	3	-8	-1	6	.	-8.1	-63	4	.	-23
C=CCn1c2ccccc2c2nnc(SCc3ccc4nonc4c3)nc21	-1	-4	4	8	-1	-0.4	-2	6	0	-1
Fc1ccc(-c2nn3c(C4COc5ccccc5O4)nnc3s2)cc1 (centres undefined)	-4	-4	1	-8	7	-0.4	0	-3	-3	-4
C[C@H]1C2CC(OC(=O)Nc3ccc(C#N)cc3)C(C2)[C@H]2CCCCN21 (some centres undefined)	-1	-9	3	3	.	0.2	-4	4	.	-9
Cc1ccc(S(=O)(=O)NCCCCCC(=O)Nc2ccccc2)cc1	-1	2	2	3	-17	-0.2	-1	-5	1	8
NC(=O)C1(N2CCCCC2)CCN(C(=O)c2ccc(C#CC3(O)CCCCC3)cc2)CC1	-3	-4	3	-5	3	0.0	0	-8	12	7
COc1ccc(-n2nc([N+](=O)[O-])c(=NCCc3cccc(C)c3)n2O)cc1	-1	2	4	5	9	-0.1	0	0	0	8
Cc1ccc(CN2C(=O)CCC2C(=O)NCc2ccco2)cc1 (centres undefined)	0	-2	-6	9	-17	1.1	-2	5	-13	-6
Cc1cnc(NC(=O)CN2CCN(c3ccccn3)CC2)s1	1	-1	-1	-3	0	0.0	-1	7	9	-2
CSc1cccc(NC(=S)N(Cc2ccc(C)cc2)Cc2cccnc2)c1	3	5	3	-3	-6	0.5	3	12	-2	9
O=S(=O)(NCCc1nc2ccccc2[nH]1)c1ccccc1	-1	-1	3	6	-9	0.3	-1	9	-17	-10
CCN(CC)CCCNC(=O)c1nn(-c2cccc(OC)c2)c(=O)c2ccccc12	-2	-3	8	9	-7	0.7	-5	-12	-5	0
CCOc1ccccc1C(=O)N(Cc1ccccc1)Cc1cc2cc3c(cc2[nH]c1=O)OCCO3	1	-13	-1	-7	1	1.4	-12	11	9	-43
CCCCC(=O)Nc1ccc(N2CCN(c3ccc(F)cc3)CC2)cc1	6	-2	1	1	0	0.6	4	1	3	-6
CSc1c(SCc2ccccc2)cnn(Cc2ccccc2)c1=O	2	3	-8	2	16	-0.3	3	-1	-2	12
Cc1nn(Cc2ccccc2)c(=O)c2nn(-c3ccc(Cl)cc3)c(C)c12	-1	0	0	-3	10	-0.7	2	-12	12	0
COC(=O)c1sc(N)c(C(=O)OC)c1COC(=O)C12CC3CC(CC(O)(C3)C1)C2	5	-5	-4	4	-13	0.5	-3	-1	5	-13
COc1ccccc1CNC(=O)CCC(=O)N1Cc2cccc(OC)c2Oc2ncccc21	3	0	1	7	8	-0.5	0	10	-9	1
C[C@H](CO)N1C[C@H](C)[C@@H](CN(C)Cc2ccncc2)Oc2c(NC(=O)C3CCCCC3)cccc2C1=O	1	-3	-3	6	11	0.1	-3	-4	9	5
CCNC(=O)C1CCCN(C(=O)c2ccccc2)CC1 (centres undefined)	2	2	-13	-1	5	0.5	4	-4	4	-3
CCOc1cc(/C=C2\SC(=S)N(N3CCOCC3)C2=O)ccc1O	3	-3	-6	-5	-3	0.3	2	8	-9	0
CC(=O)Nc1ccc(NC(=O)CNS(=O)(=O)c2ccc(C)cc2)cc1	-3	-3	0	-5	18	0.5	-1	0	0	-2
CCOC(=O)C(CC(=O)Nc1nc(C(C)=O)c(C)s1)C(C)c1ccccc1 (centres undefined)	18*	-2	11	12	6	0.5	3	0	8	6
Cc1cc(C)n2nc(C(=O)OCC(=O)Nc3ccc(Cl)cc3)nc2n1	-1	-1	-3	12	4	-0.2	0	6	-5	-9
Cc1oc2c(C)c(O)ccc2c(=O)c1-c1nncn1-c1ccccc1	-3	-10	2	-6	12	-1.1	-86	4	9	-35
C=CCOC(=O)C1=C[C@H](c2cn(C(C)=O)c3ccccc23)C[C@H](OCc2ccc(CO)cc2)O1	-2	1	5	6	1	0.2	-8	6	6	-2
COc1cc(NC(=S)NN2CCN(C)CC2)cc(OC)c1	0	1	-4	1	-4	-0.2	3	-1	12	-5
O=C(Nc1cccc(C(=O)O)c1)/C(=C\c1ccc2c(c1)OCO2)NC(=O)c1ccccc1Br	-4	-2	-5	0	-7	0.5	-2	6	2	-14
CCCC(=O)Nc1ccc2c(c1)nc(CN1CCN(C(=O)OCC)CC1)n2CC	-2	-4	4	13	-5	-0.6	4	7	-1	0
CC(O)Cn1c(N2CCCC2)nc2c1c(=O)[nH]c(=O)n2C (centres undefined)	-3	-6	5	1	-6	-0.8	2	-10	-20	-2
COc1cc(C(=O)N2C[C@H]3CON(C)[C@H]3C[C@H]2c2ccc(N3CCCCC3)cc2)cc(OC)c1OC	0	-2	-7	-9	2	-0.2	0	7	-12	-16
Cc1ccc(Cl)cc1NC(=O)COC(=O)CCN1C(=O)C2CC=CCC2C1=O (centres undefined)	8	7	2	5	-2	0.3	3	-18	19	12
Cc1cc(C)cc(NC(=O)CSc2nc(=O)n(CCCN3CCOCC3)c3c2CCCC3)c1	0	-2	5	-2	13	0.4	3	5	-12	-6
CNC(=O)c1csc(-c2cccs2)n1	-3	-4	2	1	-8	0.1	2	1	-4	-5
NC(=O)c1ccc(NC(=O)COC(=O)c2ccc(Br)c(S(=O)(=O)N3CCOCC3)c2)cc1	0	-1	2	1	2	0.2	-5	11	10	-6
Cc1ccc(OCCNC(=O)c2ccccc2N)cc1	-3	-98	-2	4	6	1.1	-67	4	-5	-447
Cc1ccccc1C(=O)N1CCC(Oc2cccnc2)CC1	-4	-4	4	4	.	0.0	1	4	.	-5
C#CCn1c(=NC(=O)c2cc(Cl)sc2Cl)sc2cc(S(N)(=O)=O)ccc21	-4	-8	-7	-13	10	-3.5	-31	-7	18	-21
CCOCCCNC(=O)C1c2ccccc2C(=O)N2CCc3ccccc3C12 (centres undefined)	-3	-8	0	4	-1	0.7	-10	9	8	-12
N/C(COc1ccc(C(=O)O)cc1)=N\O	-1	-5	-1	-1	12	0.5	0	4	-5	2
Nc1ncnc2c1ncn2[C@@H]1O[C@H](CNS(=O)(=O)c2cc3ccccc3s2)[C@@H](O)[C@H]1O	0	-4	-6	6	1	-0.3	-1	4	0	-14
COc1ccc(OC)c(/C=C/c2[nH]c(=O)[nH]c(=O)c2[N+](=O)[O-])c1	1	-5	3	-4	1	-0.2	-10	-59	0	-5
CN(C)c1ccc(NC(=O)C(=O)NCCOc2ccccc2)cc1	4	-1	-1	0	5	0.0	-1	11	4	2
NC(=O)c1ccc(-n2nnnc2SCC(=O)Nc2ccccc2-c2ccccc2)cc1	0	-1	-2	-1	-2	-0.1	0	5	-3	2
CCc1ccccc1N(CC(=O)NCC1CCCO1)C(=O)CCC(=O)Nc1nccs1 (centres undefined)	0	0	-4	-1	11	-0.1	-2	5	1	5
Cc1oc2ccc(O)cc2c1C(=O)c1ccc(F)cc1	5	-1	-1	3	-6	-0.9	-4	-8	-9	4
N#CCCC1CCCC=C1N(Cc1ccccc1)C(=O)C(Cl)Cl (centres undefined)	-1	-8	3	-4	5	0.5	-1	-16	5	-1
COc1ccc(CCNC(=O)CSc2ccc(-c3ccccc3)nn2)cc1OC	-4	-1	8	6	0	-0.4	-2	16	-10	-9
O=C(Nc1ccc(Cl)c(C(F)(F)F)c1)[C@@H]1CC=C[C@@H]2CCN(C3CCCCC3)C(=O)[C@@H]21	2	-7	2	-3	3	-0.2	-1	-4	-7	5
CSCCOC(=O)c1[nH]c2c(c1C)C(=O)CC(c1ccco1)C2 (centres undefined)	1	0	-8	-3	-2	-0.3	-2	-13	2	-4
O=C(NCN1CCc2ccccc2C1)c1ccccc1	-2	-1	0	1	13	-0.5	-5	-2	-5	-14
CC1Cc2ccccc2N1C(=O)CSc1nnc2c(n1)[nH]c1ccc(F)cc12 (centres undefined)	0	-3	3	3	-2	0.9	1	-5	-4	4

By substructure: those above with an aryl methoxy group (eight)
SMILES	LEDGF integ inh	ADAM17 inh	Tn7 DDE FP	DDE Tn6 FP inh	ARFGAP1 inh	KLK7 zymogen act	PLCg1 inh	TDP2 inh	ASAP1 inh	ADAM10 inh
COC(=O)c1cccc(Cn2ccc3ccc(-c4ccc5ccn(C(=O)c6cccc(OC)c6)c5c4)cc32)c1	3	-8	-1	6	.	-8.1	-63	4	.	-23
COc1ccc(-n2nc([N+](=O)[O-])c(=NCCc3cccc(C)c3)n2O)cc1	-1	2	4	5	9	-0.1	0	0	0	8
CCN(CC)CCCNC(=O)c1nn(-c2cccc(OC)c2)c(=O)c2ccccc12	-2	-3	8	9	-7	0.7	-5	-12	-5	0
COc1ccccc1CNC(=O)CCC(=O)N1Cc2cccc(OC)c2Oc2ncccc21	3	0	1	7	8	-0.5	0	10	-9	1
COc1cc(NC(=S)NN2CCN(C)CC2)cc(OC)c1	0	1	-4	1	-4	-0.2	3	-1	12	-5
COc1cc(C(=O)N2C[C@H]3CON(C)[C@H]3C[C@H]2c2ccc(N3CCCCC3)cc2)cc(OC)c1OC	0	-2	-7	-9	2	-0.2	0	7	-12	-16
COc1ccc(OC)c(/C=C/c2[nH]c(=O)[nH]c(=O)c2[N+](=O)[O-])c1	1	-5	3	-4	1	-0.2	-10	-59	0	-5
COc1ccc(CCNC(=O)CSc2ccc(-c3ccccc3)nn2)cc1OC	-4	-1	8	6	0	-0.4	-2	16	-10	-9

Rewritten field by field: entries from further up.
structure: N#CCCC1CCCC=C1N(Cc1ccccc1)C(=O)C(Cl)Cl (centres undefined)
  LEDGF integ inh = -1	ADAM17 inh = -8	Tn7 DDE FP = 3	DDE Tn6 FP inh = -4	ARFGAP1 inh = 5	KLK7 zymogen act = 0.5	PLCg1 inh = -1	TDP2 inh = -16	ASAP1 inh = 5	ADAM10 inh = -1

structure: COc1ccc(CCNC(=O)CSc2ccc(-c3ccccc3)nn2)cc1OC
  LEDGF integ inh = -4	ADAM17 inh = -1	Tn7 DDE FP = 8	DDE Tn6 FP inh = 6	ARFGAP1 inh = 0	KLK7 zymogen act = -0.4	PLCg1 inh = -2	TDP2 inh = 16	ASAP1 inh = -10	ADAM10 inh = -9
